Source: PubChem BioAssay (National Center for Advancing Translational Sciences (NCATS))
pAkt inh = HTS Assay for Inhibitors of Akt Phophorylation: Primary Screen | activity change, % for hits at 50 µM | Neuro2A IGF-stimulated pAkt S473 HTRF, 20 min; active compounds read low | 0.32% of 360,000 active | AID 651550, 2012; in the data active means activity change below about -80%; inconclusive means mostly about -51% to -80%; further: on the % scale 0 is the no-effect control and ±100 the full control effect
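Single-point screen (50 µM final compound) in Neuro2A cells stimulated 20 min with 6 nM IGF at 37 deg C. After lysis, Ser473-phosphorylated Akt read by HTRF (ex 330 nm, em 615/665 nm) as the 665/615 ratio.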
Abeta yeast res = qHTS for compounds that reverse cellular toxicity of Amyloid beta (A-beta) peptide in yeast: Primary Screen | AID 1347071, 2019 | 0.063% of 410,000 active | Potency, µM (series often up to 46.1 µM), inactives show at the highest dose growth rescue, most hits filed as activators | yeast expressing A-beta42, growth rescue, OD600, 48 h; response scale: 0% DMSO, 100% iron-clioquinol control; further: potency means the concentration at half of the fitted maximal effect; nearly all actives have a fitted effect of over 55% in size
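Yeast growth medium received pinned compounds, then yeast cells expressing toxic A-beta were added; plates incubated at 30 C for 48 hr. Growth read as absorbance at 600 nm, normalized to DMSO and equimolar FeCl3 plus clioquinol controls.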
CCT modulator = High-Throughput Screening for Modulators of Cytosolic Chaperonin Activity; activity change, % (test concentration not listed), hits read low; purified chaperonin ATPase assay, HTRF ADP detection, 30 min; AID 651819, 2012; 0.3% of 360,000 active; in the data active means activity change below about -30%; further: on the % scale 0 is the no-effect control and ±100 the full control effect
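First, chaperonin was dispensed at 40 nM or 20 nM final depending on batch activity. Next, compounds were pinned at 76 uM and ATP added at 10 uM. After 30 min at 37 °C, ADP detection reagents ran 30 min at ambient temperature.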
TGFb inhibitor = qHTS for Inhibitors of TGF-b | 1.2% of 410,000 active | HepG2 CAGA-GFP TGF-b/SMAD3 reporter, GFP fluorescence, 18 h; TGF-beta stimulated, 500 pg/mL final | Potency, µM (series often up to 46.1 µM), without a hit: at the highest dose activity, negative = inhibition, usual class: inhibitors; further: potency means the concentration at half of the fitted maximal effect; on the % scale 0 is the no-effect control and ±100 the full control effect; nearly all actives have a fitted effect of over 65% in size
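Using HEPG2 CAGA-GFP reporter cells at 1000 cells/well, we pinned test compounds, stimulated with recombinant TGF-beta (500 pg/mL final) and measured total well GFP after 18 h.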
Nrf2 activator = qHTS of Nrf2 Activators; AREc32 ARE-luciferase reporter (MCF7-derived line), luminescence, 24 h; Potency, µM (highest dose often 46.1 µM), without a hit: at the top dose activation, most hits filed as activators; 0.31% of 410,000 active; AID 624171, 2012; further: potency means the concentration at half of the fitted maximal effect; % of control where 0% means no effect; nearly all actives have a fitted effect of over 65% in size
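ARE-driven firefly luciferase activity in AREc32 cells measured after a 24 hr compound exposure at 37 deg C, using Steady-Glo reagent and a 30 min room-temperature hold.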
HepG2 viability = qHTS for Inhibitors of TGF-b: Cytotox Counterscreen; HepG2 CAGA-GFP viability, ATP luminescence, 18 h; Potency, µM (top dose mostly 46.1 µM), inactives show at the highest dose activity change, negative = cytotoxicity, actives largely listed as cytotoxic; 0.76% of 410,000 active; further: potency means the concentration at half of the fitted maximal effect; some results filed as inactive show a strong effect at the top dose
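CellTiter-Glo luminescence gave cytotoxicity after 18 hours at 37 degrees C. The cells were HepG2 CAGA-GFP in 1% FBS DMEM, stimulated with 500 pg/mL TGF-beta after compound addition. %Activity was normalised to no-cell wells (complete cell-killing) and DMSO (no toxicity), and curves were fitted and classified.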
A549 tox = Nrf2 qHTS screen for inhibitors: counterscreen for cytotoxicity | A549 ARE-Fluc cells, CellTiter-Fluor viability, 18-24 h | Potency, µM (highest dose often 46 µM), without a hit: at the top dose activity change, negative = cytotoxicity, most hits filed as inhibitors | 0.16% of 390,000 active; further: potency means the concentration at half of the fitted maximal effect; on the % scale 0 is the no-effect control and ±100 the full control effect
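A549 ARE-Fluc cells in 5% FBS OPTI-MEM, 5000 cells/well, rested 2 h then exposed to compounds in concentration-response for 18-24 h at 37 °C. Viability by CellTiter-Fluor fluorescence (Ex 405/Em 525) after 30 min; luciferase luminescence (BugLite, 15 min, RT) read afterwards.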
Nrf2 block = Nrf2 qHTS screen for inhibitors | A549 ARE-Fluc reporter, luciferase luminescence, 18-24 h | Potency, µM (doses to about 46 µM), without a hit: at the top dose activity change, negative = inhibition, hits mostly inhibitors | 2.1% of 360,000 active | AID 504444, 2011; further: potency means the concentration at half of the fitted maximal effect; on the % scale 0 is the no-effect control and ±100 the full control effect; nearly all actives have a fitted effect of over 60% in size
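Reporter: ARE-Fluc in A549. Exposure: 18-24 h, 37 °C, 5% CO2, 5% FBS OPTI-MEM. Readouts: fluorescent cytotoxicity (CellTiter-Fluor), then luminescent Nrf2 signal after BugLite.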
MmCpn inh = Inhibitors of TCP-1 ring complex (TRiC) of Methanococcus maripaludis (MmCpn): qHTS; Chaperonin Mm-Cpn (Methanococcus maripaludis); purified Mm-Cpn ATPase, ADP Transcreener TR-FRET; Potency, µM (top dose mostly 76.9 µM), without a hit: top-dose activity, negative = inhibition, actives largely listed as inhibitors; 0.031% of 330,000 active; further: potency means the concentration at half of the fitted maximal effect; on the % scale 0 is the no-effect control and ±100 the full control effect; nearly all actives have a fitted effect of over 80% in size
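ATP (10 uM final) was added to archaeal chaperonin (25 nM final) after 10 min exposure to test compound at 37°C; after 30 min further incubation, ADP was detected by competitive TR-FRET.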
Starred values were filed as active, the others as inactive; i = inactive; ? = inconclusive; . = no result given; & = joins results of further samples; [ ] = dose if it differs, or a comment. Unless noted, the call rests on the fitted dose curve; in most records, active means well fitted curve in the direction sought with a large enough effect; inconclusive means small, poorly fitted or top-dose-only effect, or another doubt; inactive means no such curve, though single readings can be large; an effect the other way counts as inactive or inconclusive.

SMILES,pAkt inh,Abeta yeast res,CCT modulator,TGFb inhibitor,Nrf2 activator,HepG2 viability,A549 tox,Nrf2 block,MmCpn inh
CC1Cc2nc(SCC(=O)Nc3ccc4c(c3)OCO4)n(CCc3ccccc3)c(=O)c2S1 (stereo not given),i,7%,2.0,-24%,2.5%,-15%,1%,-28%,-3%
Cc1ccc(C)c(C2NC(=O)c3ccccc3N2)c1 (stereo not given),i,10%,-0.9,-2%,-0.2%,-3%,2%,?,1%
CCc1ccccc1N1C(=O)N(Cc2cccc(Cl)c2)c2ccccc2S1(=O)=O,.,4%,.,-16%,0.2%,-7%,-15%,.,.
CC(C)CCC1(CCO)C(=O)N=C(N)NC1=O (stereo not given),i,-2%,0.0,7%,-0.3%,-2%,0%,0%,.
CC(C)(C)NCCC(O)c1cc(C(F)(F)F)nc2c(C(F)(F)F)cccc12 (stereo not given),i,9%,-0.4,?,17%,-104%,3%,7%,.
O=C(COC(=O)C1CCN(S(=O)(=O)c2cccs2)CC1)c1cc2ccccc2o1,i,11%,0.5,-3%,3.5%,-10%,11%,6%,-29%
CCC(C)(C(=O)NC1CCCC1)N(Cc1ccco1)C(=O)c1ccccn1 (stereo not given),i,0%,0.7,11%,-0.3%,6%,-3%,9%,0%
S=C(NCc1ccco1)N/N=C/c1cccnc1,i,5%,-0.6,-20%,17%,-15%,0%,-9%,-1%
Cc1csc2nc(COC(=O)c3cccc(N(C)C)c3)cc(=O)n12,i,-14%,1.3,-2%,2.5%,7%,2%,4%,-2%
CC1(C)SC2C(NC(=O)C3(N)CCCCC3)C(=O)N2C1C(=O)O (stereo not given),i,-3%,-1.2,-2%,-0.3%,-9%,4%,1%,.
Cc1onc(-c2ccccc2Cl)c1C(=O)Nc1cccc2cccnc12,i,-18%,-0.2,-20%,2.9%,-21%,-14%,?,0%
COc1ccc(S(=O)(=O)N2CCC[C@H]2C(=O)NCc2ccc(Cl)cc2)cc1,i,-5%,-3.9,8%,0.4%,-4%,1%,-29%,0%
CCOc1cc(C(N)=O)cc(Cl)c1OCC,i,2%,0.7,6%,-0.4%,7%,-3%,-20%,13%
CCc1ccccc1Nc1nc(N)nc(COC(=O)CCNS(=O)(=O)c2ccccc2)n1,i,8%,1.4,6%,-0.3%,9%,0%,6%,-4%
NC(=NCCc1ccccc1)NC(=O)c1cc(Cl)ccc1O,i,-7%,0.1,-14%,3.6%,-5%,2%,?,.
CC(C)Cc1nn2c(=O)cc(COC(=O)c3cccc(NC(=O)c4ccccc4)c3)nc2s1,.,-12%,.,2%,-0.5%,7%,4%,.,.
COc1ccc(S(=O)(=O)N2CCCC2)cc1NC(=O)c1ccccc1F,i,-13%,-1.5,-8%,-0.5%,-24%,-8%,2%,-1%
CC(C)CCC(O)(c1ccccc1)C(CN1CCOCC1)c1ccccc1 (stereo not given),i,-4%,-3.4,?,8.9%,-33%,-8%,?,3%
CS(=O)(=O)c1ccccc1-c1nc(-c2cccc(Cl)c2)no1,i,25%,-1.4,0%,6.2%,-4%,9%,27%,-3%
COC(=O)C(NC(=O)CCc1nnc2ccc(N3CCC(C)CC3)nn12)C(C)C (stereo not given),i,-22%,-0.8,-2%,0.3%,16%,0%,-23%,0%
O=C(COC(=O)c1cccc(Br)c1)NCCC1=CCCCC1,i,22%,0.3,-13%,-0.6%,0%,2%,-1%,0%
OC[C@@H]1[C@@H](c2ccccc2)C(c2cccc(Cl)c2)=NN1c1ccccc1,i,4%,-3.3,?,0.4%,-115%,?,-9%,-13%
Cc1ccccc1-c1noc(CSc2nc3ccccc3[nH]2)n1,.,4%,.,?,0.3%,-21%,-5%,18µM*,.
COc1ccc(C(CNC(=O)c2ccc(OCc3ccccc3)cc2)N2CCOCC2)cc1 (stereo not given),i,0%,0.5,8%,0.3%,-5%,-4%,-8%,-2%
CCc1cc(C(=O)N2CCCC(C(=O)c3ccc(Cl)cc3)C2)no1 (stereo not given),i,-19%,2.2,0%,-0.4%,-13%,-9%,3%,2%
O=C(NCc1ccccc1)c1ccc2c(c1)N(Cc1ccccc1F)C(=O)c1ccccc1S2=O (stereo not given),.,-14%,.,0%,2.2%,-1%,-4%,-27%,.
COc1ccc(-c2nc3sc(CCNC(=O)C(=O)Nc4ccc(C)c(F)c4)c(C)n3n2)cc1,.,-5%,.,5%,-1.5%,3%,1%,.,.
COc1ccccc1NC(=O)Cn1cc(C(=O)C(=O)N2CCOCC2)c2ccccc21,i,-33%[inhibitor],1.3,-38%,-0.6%,-45%,-3%,-16%,2%
Cc1ccccc1-n1ncc(C(C)NC(=O)c2ccccc2)c1C (stereo not given),i,12%,-3.4,-2%,0.7%,10%,-7%,-30%,5%
O=C1CCC[C@@H]2C[C@@]3(C[C@@H]4CCN1[C@H]24)Nc1cc(Cl)c(Cl)cc1NC3=NCc1ccccc1,i,5%,-1.5,11µM*,10%,-32%&-12%,-16%,?,.
Cc1ccc(N=C2NC(=O)S/C2=C\c2ccco2)cc1,i,5%,-0.7,9%,?,-6%,-15%,-8%,-2%
Cc1[nH]c2ccc(F)cc2c1CCN(Cc1ccncc1)C(=S)Nc1ccccc1,i,14%,0.8,12%,0.3%,-35%,1%,0%,-17%
Cc1ccc(C)c(NC(=O)C2CCN(C(=O)c3cccs3)CC2)c1,i,0%,-2.3,-8%,0.3%,-2%,1%,4%,3%
O=C(CN1CCN(Cc2ccc(F)cc2Cl)C1=O)NCc1cccs1,i,7%,0.6,6%,0.4%,8%,-3%,-2%,1%
Cc1ccc(NC(=O)CN(C)C(=O)CSc2nnc(C)s2)cc1,i,3%,-1.5,0%,-0.7%,2%,2%,5%,2%
COC(=O)COc1ccc(-n2cnnn2)cc1,i,0%,2.9,2%,-1.1%,-1%,8%,-2%,0%
CCCN1CCN(CCCNC(=O)c2ccc3c(c2)sc2nc(-c4ccc(OC)cc4)cn23)CC1,.,-16%,.,3%,5.4%,-19%,-7%,?,.
CCc1nc(N2CCN(S(=O)(=O)c3ccc(Br)cc3)CC2)c2c(C)c(C)sc2n1,i,-7%,3.6,?,-0.6%,-11%,0%,?,.
COC(=O)N1CCCC(c2cc(C(=O)Nc3ccccc3Cl)no2)C1 (stereo not given),i,6%,1.9,10%,4.1%,-1%,.,.,.
Cc1cc(NC(=O)c2ccccc2C)n(-c2cccc(F)c2)n1,i,-4%,-2.9,-1%,-1.5%,-11%,2%,?,2%

Gathered by group: the entries above containing an NH in an aromatic ring
SMILES,pAkt inh,Abeta yeast res,CCT modulator,TGFb inhibitor,Nrf2 activator,HepG2 viability,A549 tox,Nrf2 block,MmCpn inh
Cc1ccccc1-c1noc(CSc2nc3ccccc3[nH]2)n1,.,4%,.,?,0.3%,-21%,-5%,18µM*,.
Cc1[nH]c2ccc(F)cc2c1CCN(Cc1ccncc1)C(=S)Nc1ccccc1,i,14%,0.8,12%,0.3%,-35%,1%,0%,-17%

(more compounds)
SMILES,pAkt inh,Abeta yeast res,CCT modulator,TGFb inhibitor,Nrf2 activator,HepG2 viability,A549 tox,Nrf2 block,MmCpn inh
O=c1cc(CN2CCCCCCC2)c2ccccc2o1,i,-10%,1.1,-24%,-0.4%,6%,.,.,.
COc1ccc(N(C)C(=O)Cn2cc(S(=O)(=O)N3CCN(c4ccccc4F)CC3)c3ccccc3c2=O)c(OC)c1,.,-9%,.,-18%,-0.7%,-1%,-8%,1%,.
Cc1cccc(C)c1-n1nnnc1C(c1ccnc2ccccc12)N(C)Cc1ccccc1 (stereo not given),i,0%,0.2,.,-0.1%,.,.,.,.
O=C(COC(=O)CCc1c[nH]c(=O)[nH]1)Nc1cccc(Cl)c1,i,-2%,0.2,-9%,0.2%,11%,1%,5%,2%
Cc1nc(Cc2nnc(SC(C)C(=O)N3c4ccccc4NC(=O)C3(C)C)o2)cs1 (stereo not given),i,5%,-1.2,-4%,0.4%,1%,4%,-11%,-7%
Cc1nn(CCOc2ccccc2)c(=O)n1-c1cccc(F)c1,i,2%,-4.6,-2%,0.8%,-25%,3%,21%,1%
COC(=O)C1CCN(C(=O)COc2ccc(N(C)S(=O)(=O)c3ccc(C)cc3)cc2)CC1,i,-13%,-2.6,-19%,0.1%,-11%,-10%,-4%,-7%
COc1ccc(S(=O)(=O)N2CCN(C(=O)c3cc(-c4ccccc4OC)n[nH]3)CC2)cc1,i,4%,-1.6,-22%,0.0%,-38%,0%,?,1%
Cn1cc(C[C@H](NC(=O)OC(C)(C)C)C(=O)N[C@H](CO)Cc2ccccc2)c2ccccc21,i,-6%,0.6,2%,-0.2%,4%,-6%,2%,.
OCCNc1ncnc2c1nnn2Cc1ccccc1,i,8%,-2.2,8%,-1.6%,-21%,0%,-6%,-1%
CCOC(=O)c1c(/N=C/C2=C(O)CCCC2=O)sc2c1CCCC2,i,-12%,-2.4,16%,3.3%,14%,-2%,-11%,-2%
O=[N+]([O-])c1ccc(N/N=C/C=C/c2ccco2)cc1,i,-1%,-0.9,-10%,?,-29%,-7%,5%,.
Cc1c(OCc2nn[nH]n2)ccc2c3c(c(=O)oc12)CCCC3,i,20%,-6.9,-5%,-0.4%,-22%,-5%,?,-1%
